Assay outcomes as filed in PubChem.
GlmU inhibition – inhibition of mycobacterial GlmU enzyme – biochemical, glucosamine-1-phosphate acetyltransferase (AID 1376) | M. tuberculosis GlmU acetyltransferase enzyme assay; higher % means a stronger effect | inhibition, %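 (tested at 30 µM in the primary screen)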, or IC50 in µM where a hit was titrated | 0.25% of 220,000 active; in the data active = inhibition above about 13%; inconclusive = no clear call, values can overlap the other calls;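 note: 0% = complete reaction with vehicle and 100% = reaction without substrate; strong numbers were not always called active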
RmlCD inh 1536 – inhibitors of Mycobacterium tuberculosis RmlC and RmlD coupled enzymes; P9WH09+P9WH11; RmlC+RmlD coupled enzyme assay, percent inhibition; primary screen in compound mixtures; inhibition, % at 3.6 µM; 0.03% of 160,000 active; AID 1533; in the data active = inhibition mostly above about 34%, no sharp cut-off; inconclusive = no clear call, values can overlap the other calls; inactive = mostly below about 22%; note: some results filed as inactive read as strong as hits
Target sequence (P9WH09 whole entry, looked up): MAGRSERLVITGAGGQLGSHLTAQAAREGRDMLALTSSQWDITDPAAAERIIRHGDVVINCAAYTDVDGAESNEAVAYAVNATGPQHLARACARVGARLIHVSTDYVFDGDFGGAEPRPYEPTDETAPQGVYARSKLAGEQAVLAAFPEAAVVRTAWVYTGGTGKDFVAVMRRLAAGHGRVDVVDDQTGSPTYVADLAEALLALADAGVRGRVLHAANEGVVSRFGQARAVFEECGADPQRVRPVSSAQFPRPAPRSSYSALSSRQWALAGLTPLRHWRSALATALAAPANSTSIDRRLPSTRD
Target sequence (P9WH11 whole entry, looked up): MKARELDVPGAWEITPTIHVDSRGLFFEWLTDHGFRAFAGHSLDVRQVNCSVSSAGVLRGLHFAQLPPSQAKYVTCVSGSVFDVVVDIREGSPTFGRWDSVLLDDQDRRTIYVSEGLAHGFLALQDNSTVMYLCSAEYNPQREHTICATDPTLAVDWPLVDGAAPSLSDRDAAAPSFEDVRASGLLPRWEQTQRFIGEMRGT
* marks the source's active call; other numbers are inactive results; ? = inconclusive; . = not tested or not shown.

Below each SMILES: GlmU inhibition	RmlCD inh 1536
- CN1CCN(C(=O)/C(=C/c2ccccc2)c2ccccc2)CC1
  3.3%	.
- CCOC(=O)c1cnc(-n2nc(C)cc2C)nc1Oc1ccccc1F
  -3.6%	-3.2
- CCCOc1ccc(C(=O)NCCC(=O)NCCCC(=O)OCC)cc1
  2.2%	11.0
- O=C1/C(=C/c2cccs2)CCc2ccccc21
  -0.2%	.
- O=C(CNC(=O)C1CCCCC1)Nc1ccccc1Cl
  -1.6%	.
- COCc1c(Br)c(C)[nH]c(=O)c1C#N
  -2.9%	.
- O=C(CSc1nnc(Cc2cccs2)n1-c1ccccc1)NC1CCCCC1
  0.0%	11.8
- CN(c1ccc(Cl)cc1)c1cc(=O)n(C)c2ccccc12
  5.3%	-5.4
- CCOC(=O)N1CCN(C(=O)/C=C/c2ccc3c(c2)OCO3)CC1
  2.2%	.
- CCCN1CCN(CCCNC(=O)Cn2nc(-c3ccc(Cl)cc3)ccc2=O)CC1
  .	-7.3
- c1ccc(Cn2nnc(CNc3ccccc3)c2-c2c(CNc3ccccc3)nnn2Cc2ccccc2)cc1
  -1.9%	.
- O=C(CSc1nc(O)cc(=O)[nH]1)C1CC1
  -3.5%	1.1
- CCCCc1ccc(NC(=S)N2CCCC(C)C2)cc1 (stereo unspecified)
  -4.4%	.
- CN(C)c1ccc(/C=N/NC(=O)c2nnn(-c3nonc3N)c2COc2ccc(F)cc2)cc1
  3.2%	-3.4
- CN1CCc2c(sc3c2C(=O)NC(/C=C/c2ccco2)N3)C1 (stereo unspecified)
  -5.5%	.
- Cc1nn(-c2ccccc2)c(OC(=O)c2cccs2)c1S(=O)(=O)c1ccc([N+](=O)[O-])cc1
  1.9%	.
- CCOc1ccc(-n2c(=O)cc(N3CCN(c4ccc(F)cc4)CC3)[nH]c2=O)cc1
  3.7%	.
- Cc1ccc2nc(-c3ccccc3O)c(Nc3ccc4c(c3)OCCO4)n2c1
  2.0%	.
- Cc1ccc(O)c(C(=O)c2cnc3onc(-c4ccc(F)cc4)c3c2)c1
  -2.2%	3.7
- O=C(CCN1CCC(c2cccs2)=N1)c1cccs1
  1.1%	6.4
- Nc1nc(-c2ccccn2)nc(N)c1Cc1ccccc1F
  -6.5%	-160.5
- CCCCN(C(=O)COc1ccc(C)cc1OC)c1c(N)n(CCC)c(=O)[nH]c1=O
  -2.9%	.
- NS(=O)(=O)c1cccc(NC(=O)COC(=O)CN2C(=O)C3CC=CCC3C2=O)c1 (stereo unspecified)
  -4.0%	5.1
- COc1ccc(-n2c(O)cnc2Nc2nc(C)cc(C)n2)cc1OC
  6.4%	11.1
- COc1ccc(CC(=O)NNC(=O)CSc2nc(C)c(C)c(=O)[nH]2)cc1
  0.0%	5.3
- COCCn1cc(C(=O)c2cc(Br)ccc2O)cc(C#N)c1=O
  0.9%	14.2
- COc1cccc(C(=O)NCCCN2CCN(CCCNC(=O)c3cccc(OC)c3)CC2)c1
  -6.3%	-10.7
- Nc1nnc(SCC(=O)Nc2sc3c(c2C(=O)c2ccccc2)CCCC3)s1
  12.4%	0.8
- COc1cc2c(cc1OC)-c1nnc(-c3ccco3)n1C1(CCCC1)C2
  1.5%	6.3
- O=C(/C=C/c1ccccc1)Oc1coc(CSc2ncccn2)cc1=O
  0.2%	-2.0

Below each SMILES: GlmU inhibition	RmlCD inh 1536
- CCn1c(=O)cc(OCC(=O)NCc2ccco2)c2ccccc21
  -0.3%	.
- O=C(Nc1ccc(S(=O)(=O)Nc2nccs2)cc1)c1cccc(N2C(=O)c3ccccc3C2=O)c1
  0.4%	10.8
- COc1ccc(OC)c(C(c2nnnn2Cc2ccccc2)N2CCN(C3CCCCC3)CC2)c1 (stereo unspecified)
  -3.3%	7.9
- Cc1cc(C)c(C#N)c(SCC(O)CS(=O)(=O)Cc2ccccc2)n1 (stereo unspecified)
  -1.4%	4.1
- COc1ccc(NC(=O)CSc2nc3c(c(-c4cccs4)c2C#N)CN(C)CC3)cc1OC
  -6.3%	2.4
- CC(C)(C)c1nnc2cccc(Cl)n12
  -1.8%	3.7
- c1ccc(-c2ccccc2OCCOCCN2CCNCC2)cc1
  -0.5%	-2.9
- N#Cc1c2nc3ccccc3nc2n2cc(NC(=O)c3ccc(F)cc3)ccc12
  8.3%	-6.7
- COc1ccc(C)cc1NC(=O)CNC(C)C(=O)Nc1cc(Cl)ccc1Cl (stereo unspecified)
  -1.4%	-1.3
- N#Cc1cc2c(N)c(C(=O)Nc3ccccc3)sc2nc1N
  .	17.1
- O=C(O/N=C\c1ccc(N2CCOCC2)c([N+](=O)[O-])c1)c1ccc(F)cc1
  .	-9.7
- O=C(Nc1cccc(O)c1)c1ccc(C(=O)c2ccccc2)o1
  -1.4%	.
- COc1ccc2nc3ccccc3nc2c1NC(=O)c1ccc(Cl)cc1
  4.0%	8.0
- O=C(Nc1cnccn1)Nc1cccc(Cl)c1Cl
  -0.2%	-13.1
- Cc1[nH]c2ccccc2c1SCC(=O)N1CCOCC1
  6.0%	-5.4
- Cc1cc(C)c2c(CN3CCOCC3)cc(=O)oc2c1
  1.6%	27.2
- Nc1nc(SCC(=O)c2cccc([N+](=O)[O-])c2)n[nH]1
  0.8%	.
- CS(=O)(=O)N(CC(=O)Nc1ccccc1C(=O)NCc1ccco1)c1ccccc1F
  3.0%	-7.8
- CCc1nc(SCc2ccc(C(=O)OC)o2)n[nH]1
  -2.4%	-6.5
- CC1(C)Oc2ccc3ccc(=O)oc3c2/C(=C/Nc2ccccn2)C1=O
  0.9%	-4.4
- COc1ccc(CCNS(=O)(=O)c2ccc3c(c2)OCCO3)cc1OC
  7.4%	.
- Cc1noc(N)c1C1(O)C(=O)Nc2c(Cl)cc(Cl)cc21 (stereo unspecified)
  2.5%	.
- Cc1c(C(=O)N2CCN(c3ccccn3)CC2)cccc1[N+](=O)[O-]
  -4.4%	6.2
- CCCc1ccc(-c2cc(NC(=O)CSc3n[nH]c(N)n3)n(-c3ccccc3)n2)cc1
  -2.5%	.
- O=C(OCc1nc2ccccc2s1)c1cccc(S(=O)(=O)N2CCOCC2)c1
  8.5%	.
- Cc1csc(SC(C)C(=O)Nc2ccc(S(=O)(=O)N3CCCC3)cc2)n1 (stereo unspecified)
  -1.6%	.
- OCC#CC[N+]1(CC#Cc2ccccc2)CCOCC1
  -6.7%	-0.9
- CSc1nnc(-c2sc3cc(Cl)ccc3c2Cl)n1C
  2.8%	-15.5
- CCOC(=O)CC12CN3CN(C1)CC(CC(=O)OCC)(C3)C2=O
  -3.8%	6.6
- Cc1ccc(/C=C2\SC(=S)N(C3CCS(=O)(=O)C3)C2=O)cc1 (stereo unspecified)
  1.5%	4.6

Laid out differently: entries from further up
molecule,GlmU inhibition,RmlCD inh 1536
COc1ccc(C)cc1NC(=O)CNC(C)C(=O)Nc1cc(Cl)ccc1Cl (stereo unspecified),-1.4%,-1.3
c1ccc(-c2ccccc2OCCOCCN2CCNCC2)cc1,-0.5%,-2.9

Entries listed so far with bromine, in the order listed:
Below each SMILES: GlmU inhibition	RmlCD inh 1536
- COCc1c(Br)c(C)[nH]c(=O)c1C#N
  -2.9%	.
- COCCn1cc(C(=O)c2cc(Br)ccc2O)cc(C#N)c1=O
  0.9%	14.2

(next part)
Below each SMILES: GlmU inhibition	RmlCD inh 1536
- CSc1sc(-c2nnc(SCC(=O)Nc3ccccc3)n2C)c2c1C=CCC2
  3.8%	-2.4
- COc1c(C(=O)Nc2ccc3[nH]c(=O)[nH]c3c2)cc2ccccc2c1Br
  0.7%	-2.4
- CS(=O)(=O)N(CC(=O)NCc1ccncc1)c1cc(Cl)cc(Cl)c1
  8.3%	.
- O=C(NCc1ccc(Cl)cc1)c1cccc(NC(=O)c2ccccc2)c1
  0.4%	26.4
- CCOC(=O)c1ccccc1NC(=O)CC1SC(=NC)N(C)C1=O (stereo unspecified)
  -0.8%	-9.9
- C=CCNC(=S)Nc1cc(S(=O)(=O)N2CCOCC2)ccc1-n1cncn1
  -4.2%	-9.3
- CCOc1ccc(-n2c(C)cc(/C=N/NC(=O)C(N)=O)c2C)cc1
  2.7%	-9.4
- Cc1cc(C)nc(N(C#N)C(C)C(=O)N(C)C)n1 (stereo unspecified)
  -0.2%	16.2
- CSCCC(NS(=O)(=O)c1ccc2c(c1)oc(=O)n2C)C(=O)NCc1cccs1 (stereo unspecified)
  -1.0%	-10.8
- O=C(N/N=C/C=C/c1ccc(Br)cc1)C(O)c1ccccc1 (stereo unspecified)
  -4.1%	-2.2
- Cc1ccccc1N1CCN(C(=S)c2ccc(-c3cccc([N+](=O)[O-])c3)o2)CC1
  -2.7%	-38.2
- CC(=O)Nc1ccc(S(=O)(=O)N(CC(=O)O)Cc2ccccc2)cc1
  1.5%	7.4
- COc1ccc2nc(NC(=O)CCc3ccc(OC)c(OC)c3)sc2c1
  1.7%	-7.0
- Cc1nn(-c2ccccc2)c(C)c1C(=O)OCC(=O)NC(=O)NC1CCCCC1
  0.8%	-4.6
- CCOc1cc(C(=O)NC(C)COC)cc(OCC)c1OCC (stereo unspecified)
  0.6%	14.7
- Cc1nn(CC(=O)NC(C)c2ccccc2)c(C)c1[N+](=O)[O-] (stereo unspecified)
  4.9%	0.7
- COc1cccc(NC(=O)CC2(CC(=O)O)CCCC2)c1
  3.3%	.
- COc1cccc(N2C(=O)[C@H]3C(C(=O)c4cnccn4)=NN[C@H]3C2=O)c1
  6.3%	.
- O=C(O)CCCC(=O)NCc1c(Cl)cccc1Sc1ccc(Cl)cc1
  -1.7%	10.2
- CCOC(=O)C1=C(O)CSC1=Nc1ccc(C)cc1
  0.4%	-7.8
- Cc1c(C)n(C(=O)CSc2nc3ccccc3[nH]2)c2ccccc12
  38.2µM*	-5.8
- O=C1C=C(c2ccccc2)CC(c2ccc(F)cc2)C1 (stereo unspecified)
  4.9%	.
- COc1ccc(C(C)=O)cc1COC(=O)Cc1n[nH]c(=O)c2ccccc12
  8.4%	.
- Cc1ccc(C(c2nnnn2CCc2ccccc2)N2CCC(C)CC2)cc1 (stereo unspecified)
  -3.9%	.
- Cc1[nH]nc(SCC(=O)NC(C)c2ccccc2)c1[N+](=O)[O-] (stereo unspecified)
  2.5%	-0.6
- CC(=O)c1c(C)oc2ccc(N(C(C)=O)S(=O)(=O)c3ccc(Cl)c([N+](=O)[O-])c3)cc12
  -2.9%	-8.1
- CC(=O)c1cc(-c2ccccc2)n(CC(=O)N2CCCC2)c1C
  4.8%	5.0
- O=C(N[C@@H](Cc1ccccc1)c1nc2ccccc2[nH]1)c1cc([N+](=O)[O-])ccc1Cl
  1.9%	6.3
- COc1ccc(C(=O)NNC(=O)CCC(=O)Nc2cc(C)on2)cc1
  -1.4%	-15.0
- CCC(C)NS(=O)(=O)c1ccc(NC(=O)c2ccc([N+](=O)[O-])cc2Cl)cc1 (stereo unspecified)
  -1.8%	8.8

Below each SMILES: GlmU inhibition	RmlCD inh 1536
- CC1CN(C2CCN(C(=O)COc3ccc(Cl)cc3)CC2)CC(C)O1 (stereo unspecified)
  0.7%	10.1
- COc1ccc(C(=O)COC(=O)c2cccnc2Cl)c(OC)c1
  -0.2%	-5.1
- CC1(C)Cc2c(c(-c3ccco3)nc3sc4c(NCC5CCCO5)ncnc4c23)CO1 (stereo unspecified)
  2.1%	12.5
- O=C(NC1CCCCC1)c1ccc(S(=O)(=O)N2CCCC2)cc1
  1.7%	.
- CCN1CCCC(NC(=O)c2cc([N+](=O)[O-])ccc2OC)C1 (stereo unspecified)
  3.5%	5.7
- COc1cccc2c1OCC/C2=N\NC(=O)COc1ccc(C)cc1
  -3.8%	-4.8
- O=C(CSc1ccc2ccccc2c1)Nc1ccc(S(=O)(=O)Nc2nccs2)cc1
  6.5%	6.2
- Cc1cccc2[nH]c3c(=O)n(CCN4CCNCC4)cnc3c12
  -0.9%	-8.5
- Cc1ccc(-c2[nH]ncc2/C=N/n2c(COc3ccccc3C)nc3ccccc3c2=O)cc1
  -12.0%	-2.5
- Cc1c(NC(=O)C2CCCCC2)cc(C(=O)N2CCOCC2)cc1[N+](=O)[O-]
  0.1%	9.1
- Cn1c(=O)c2c(ncn2CC(=O)Nc2ccccc2Sc2ccccc2)n(C)c1=O
  0.6%	.
- CC1CCN(C(=O)C2c3ccccc3C(=O)N3CCc4ccccc4C23)CC1 (stereo unspecified)
  2.6%	.
- Cn1cnnc1SCc1ccc(C#N)cc1Cl
  -2.8%	.
- O=C(NCCC1=CCCCC1)c1ccc2c(c1)N(Cc1ccccc1)C(=O)CS2
  -1.8%	10.7
- Cn1cccc1C(=O)OCC(=O)Nc1cccc(S(=O)(=O)N2CCOCC2)c1
  -0.8%	19.2
- CCCCCn1c(N)c(-c2nc3ccccc3s2)c2c([N+](=O)[O-])nn(CC)c(=O)c21
  0.5%	-3.3
- Cc1cc(NC(=O)c2c(C)noc2C)no1
  0.3%	?

Quoted from the listing, four compounds:
Below each SMILES: GlmU inhibition	RmlCD inh 1536
- CC1CN(C2CCN(C(=O)COc3ccc(Cl)cc3)CC2)CC(C)O1 (stereo unspecified)
  0.7%	10.1
- COc1ccc(C(=O)COC(=O)c2cccnc2Cl)c(OC)c1
  -0.2%	-5.1
- CC1(C)Cc2c(c(-c3ccco3)nc3sc4c(NCC5CCCO5)ncnc4c23)CO1 (stereo unspecified)
  2.1%	12.5
- O=C(NC1CCCCC1)c1ccc(S(=O)(=O)N2CCCC2)cc1
  1.7%	.

These rows are one share of the data (hit frequency here may not be typical).
